PAFAH2 FP inh – PAFAH2 enzyme inhibitors, primary screen, biochemical, fluorescence polarization, human. recombinant PAFAH2, FP-rhodamine activity probe. inhibition, % at 3.39 µM. 0.99% of 340,000 active. AID 492956, 2010;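 active = inhibition above the mean over all tested compounds plus 3 SD, cut at about 30% in these data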;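 also: inhibitors block probe labeling of enzyme so polarization drops; 0% = enzyme with DMSO and 100% = wells lacking PAFAH2 protein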
PAFAH1B3 inh – PAFAH1B3 enzyme inhibitors, primary screen, biochemical, fluorescence polarization, human; recombinant PAFAH1B3, FP-rhodamine probe; AID 492972, 2010; 0.28% of 340,000 active; Platelet-activating factor acetylhydrolase IB subunit alpha1 (Homo sapiens), Q15102; inhibition, % at 3.39 µM;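 active = inhibition above the screen-wide average of all tested compounds plus 3 SD, cut at about 25% in these data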;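 also: 0% = enzyme with DMSO only and 100% = wells lacking PAFAH1B3 protein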
Target sequence (Q15102 whole entry, looked up): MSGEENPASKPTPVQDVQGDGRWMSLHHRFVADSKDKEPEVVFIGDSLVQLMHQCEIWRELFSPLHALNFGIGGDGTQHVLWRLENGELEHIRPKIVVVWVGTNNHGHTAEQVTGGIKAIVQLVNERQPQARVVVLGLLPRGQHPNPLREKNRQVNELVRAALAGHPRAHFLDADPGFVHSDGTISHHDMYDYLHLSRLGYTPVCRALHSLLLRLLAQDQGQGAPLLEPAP
PREPL inh – PREPL enzyme inhibitors, primary screen, biochemical, fluorescence polarization; Prolyl endopeptidase-like (Homo sapiens), Q4J6C6; recombinant PREPL, fluorescence polarization activity-based probe; inhibition, % at 5.96 µM; 0.68% of 320,000 active; in the data active = inhibition above about 43%;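 also: 0% = enzyme with DMSO and 100% = wells lacking enzyme; many of its hits are not listed in these tables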
PAD4 FP inh – human PAD4 inhibitors, primary screen, biochemical, fluorescence polarization, 1536-well format; recombinant PAD4, RCA probe fluorescence polarization; Protein-arginine deiminase type-4 (Homo sapiens), Q9UM07; inhibition, % at 6.36 µM; 0.41% of 330,000 active;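 active = percent inhibition above a cutoff equal to the mean of all tested compounds plus 3 SD, cut at about 15% in these data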;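 also: 0% = PAD4 with RCA probe and DMSO and 100% = probe without PAD4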
LYPLA2 counter – LYPLA2 inhibitors, primary screen, counter-screen for PME1 inhibitor project, biochemical, fluorescence polarization, FP-Rh probe ABPP; recombinant LYPLA2; 0.38% of 320,000 active; inhibition, % at 5.9 µM;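 active = inhibition above the screen-wide mean plus 3 SD, limit set per campaign, cut at about 26% in these data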;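 also: 0% = LYPLA2 with DMSO and 100% = wells lacking LYPLA2 enzyme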
Target sequence (O95372 whole entry, looked up): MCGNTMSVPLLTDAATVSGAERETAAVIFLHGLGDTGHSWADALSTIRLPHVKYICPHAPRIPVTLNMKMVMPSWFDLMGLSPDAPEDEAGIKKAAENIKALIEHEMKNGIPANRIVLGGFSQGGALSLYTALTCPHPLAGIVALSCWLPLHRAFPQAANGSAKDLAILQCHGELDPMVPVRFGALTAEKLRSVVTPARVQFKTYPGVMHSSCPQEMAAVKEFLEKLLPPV
ZTA DNA inh – ZTA (EBV) inhibition in EBNA-1 counter-screen; ZTA-DNA binding, fluorescence polarization; P03206; 0.15% of 320,000 active; inhibition, % at 11 µM; in the data active = inhibition above about 33%
Target sequence (P03206 whole entry, looked up): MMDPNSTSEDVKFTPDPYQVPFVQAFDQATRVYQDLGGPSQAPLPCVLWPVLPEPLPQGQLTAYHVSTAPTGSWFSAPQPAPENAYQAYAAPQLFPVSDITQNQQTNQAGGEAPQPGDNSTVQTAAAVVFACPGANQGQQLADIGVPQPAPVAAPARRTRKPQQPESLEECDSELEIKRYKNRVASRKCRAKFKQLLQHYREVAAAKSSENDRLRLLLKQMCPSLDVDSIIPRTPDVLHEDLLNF
LYPLA1 inh – LYPLA1 inhibitors, primary screen, counter-screen for PME1 inhibitor project, biochemical, fluorescence polarization, FP-Rh probe ABPP; inhibition, % at 5.9 µM; AID 2174, 2009; recombinant LYPLA1; 0.16% of 320,000 active; Acyl-protein thioesterase 1 (Homo sapiens), O75608;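 active = inhibition above the mean of all tested compounds plus 3 SD, set per campaign, cut at about 14% in these data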;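 also: inhibitors block serine hydrolase probe labeling of LYPLA1 so polarization falls; 0% = enzyme with DMSO and 100% = wells lacking LYPLA1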
GSTO1 inh – inhibitors of recombinant GSTO1, primary screen, counter-screen for RBBP9 inhibitor project, biochemical, fluorescence polarization; 1.1% of 300,000 active; activity-based probe fluorescence polarization; inhibition, % at 5.96 µM; Glutathione S-transferase omega-1 (Homo sapiens), P78417;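 active = inhibition above the campaign mean inhibition plus 3 SD, cut at about 35% in these data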;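 also: 0% = GSTO1-1 with DMSO and 100% = wells lacking GSTO1-1 enzyme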
Target sequence (P78417 whole entry, looked up): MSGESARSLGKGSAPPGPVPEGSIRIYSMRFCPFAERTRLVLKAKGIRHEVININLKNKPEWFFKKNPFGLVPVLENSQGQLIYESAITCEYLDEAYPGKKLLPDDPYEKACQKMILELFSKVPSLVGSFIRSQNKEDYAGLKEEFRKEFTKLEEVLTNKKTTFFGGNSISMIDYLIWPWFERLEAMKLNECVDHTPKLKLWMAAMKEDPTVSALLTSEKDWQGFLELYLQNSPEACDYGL
EBNA-1 inh – EBNA-1 DNA-binding inhibitors, primary screen, biochemical, fluorescence polarization; inhibition, % at 14.8 µM; 0.34% of 300,000 active; in the data active = inhibition above about 28%
* marks the source's active call; other numbers are inactive results; . = no result given. This is a subset, so the mix of outcomes need not match the whole.

SMILES	PAFAH2 FP inh	PAFAH1B3 inh	PREPL inh	PAD4 FP inh	LYPLA2 counter	ZTA DNA inh	LYPLA1 inh	GSTO1 inh	EBNA-1 inh
CCc1cc(=O)oc2cc(OCC(=O)NCC3CCC(C(=O)O)CC3)ccc12 (stereo unspecified)	-2	8	2	-2	6	14	5	4	-2
COc1cccc(COC(=O)c2c(C)nn(-c3ccccc3)c2Cl)c1OC	-7	3	2	0	4	-12	0	1	-1
COc1ccc(CC(=O)Nc2ccc(S(=O)(=O)N3CCC(C)CC3)cc2)c(OC)c1	-2	10	10	-2	-3	8	17*	.	.
O=C(CCCCl)Oc1ccc2cc(-c3ccc4ccccc4n3)c(=O)oc2c1	0	7	-6	4	-2	11	0	6	4
O=[N+]([O-])c1ccc(N=Cc2sc3ccccc3c2O)cc1	2	1	5	-6	-5	-11	-1	1	-11
CCS(=O)(=O)c1ccc(O)c(NC(=O)COc2ccc(Br)cc2)c1	80*	3	13	4	-1	1	1	1	-6
Cc1cccc(OCC(=O)NCCNC(=O)c2cnccn2)c1	-18	8	5	-4	-4	5	0	1	-6
Cc1ccc(-n2cccc2C(=O)NS(=O)(=O)c2ccc(C)cc2)cc1	-4	0	2	0	9	-7	6	0	2
Fc1cccc(Cl)c1Cn1nnc2c(N3CCC4(CC3)OCCO4)ncnc21	2	-2	7	0	9	-13	-1	0	-7
C=CCOc1c(Br)cc(CNn2cn[nH]c2=S)cc1OC	7	5	-7	5	-2	-4	4	14	-2
COCC(=O)N1CCC(Oc2ccc(C(=O)N3CCCCCC3)cc2)CC1	-3	4	0	-2	-6	5	-3	3	-8
CCOc1cccc(C(=O)N(Cc2ccc(F)cc2)C2CCS(=O)(=O)C2)c1 (stereo unspecified)	-2	3	10	-2	7	-24	3	-1	-8
O=C(NCc1cccnc1)c1ccc(Br)s1	-2	1	-13	-1	-3	-3	-4	7	4
O=C1NC(=O)/C(=C\c2ccc(Oc3ccc([N+](=O)[O-])cn3)cc2)S1	3	0	13	-4	11	11	2	-18	-3
COC(=O)c1ccccc1NC(=O)C(C)Oc1ccccc1 (stereo unspecified)	3	-4	-1	-5	1	-8	-6	8	5
O=C1NC(=Nc2ccc(Cl)cc2)/C(=C/c2ccco2)S1	-10	-6	0	-6	-14	-4	-10	0	2
Cc1onc(-c2ccc(Cl)cc2Cl)c1-c1csc(N/N=C/c2ccccc2Cl)n1	-2	4	-22	0	-4	-6	-4	-1	2
CCN(CC)c1ccc([C@H]2[C@@H]3CCCC[C@]3(O)CCN2CC(=O)NCc2ccco2)cc1	0	-1	19	-2	1	-8	0	8	4
O=C(C1CCCO1)N1CCN(C(=S)Nc2cccc(Cl)c2)CC1 (stereo unspecified)	-8	0	13	1	-1	1	-1	4	-10
O=C(Nc1ccc(S(=O)(=O)N2CCCCC2)cc1)C1CC1	-6	5	-4	2	-8	2	-2	0	-6
Cc1ccc(CCNC(=O)C23CN(Cc4ccccc4)CC2C(c2cccc([N+](=O)[O-])c2)=NO3)cc1 (stereo unspecified)	12	11	6	5	-2	8	-3	0	5
CC(C)(C)NC(=O)NC(=O)CN1CCN(c2ccccc2)CC1	1	-1	-3	-4	-7	11	-3	3	-3
CCCN=C(N)/C(C(=O)OCC)=C(\O)c1ccc(OC)cc1	11	4	-4	-3	1	-21	-1	3	-1
COc1ccc(OCc2cc(C(=O)NC(C)Cc3ccccn3)no2)c(Cl)c1 (stereo unspecified)	0	5	6	-5	8	-5	0	-5	-16
COc1ccc(C(=O)NCC(=O)N/N=C/c2ccc(C)o2)cc1OC	-1	0	8	-5	0	9	-1	1	-1
Cc1ccc(-n2ncc3c(NCc4ccccn4)ncnc32)c(C)c1	-5	10	6	-1	5	11	-2	1	8
C=CCn1c(SCC(=O)NC2(C)CCS(=O)(=O)C2)nc2ccccc21 (stereo unspecified)	-4	14	13	-5	.	.	.	.	.
CC(C)(C)OC(=O)N1CCC2(CC1)Oc1ccc(F)cc1C(=O)C21CC(c2cccnc2)=NO1 (stereo unspecified)	-3	-7	-6	3	2	5	3	2	5
C=CC[C@@H](CC(=O)N[C@H](CO)Cc1ccccc1)C(=O)N[C@@H](COC(=O)[C@H](CC=C)CC(=O)OC(C)(C)C)Cc1ccccc1	8	4	15	-4	.	.	.	.	.
CCOC(=O)N1CCN(C(=O)C2CCC(=O)N(Cc3ccc(Cl)cc3)C2)CC1 (stereo unspecified)	2	13	6	-4	0	0	-1	1	3
COc1ccc(N(C)C(=O)c2ccc3c(c2)nnn3C)cc1	2	-2	4	1	-4	2	1	8	8
Cc1cc(NC(=O)c2cc(-c3ccco3)on2)nn1Cc1ccc(Cl)cc1	-12	-8	-27	-16	-25	-5	-12	-13	-8
Cc1cc(NC(=O)c2cc(-c3ccco3)on2)n(-c2ccccc2)n1	-2	1	-9	-1	-9	1	-2	-4	3
COc1ccc2[nH]c3c(NCCCN4CCCC4=O)ncnc3c2c1	-10	3	13	1	-2	-6	2	0	-6
CCc1nn(CCCC(=O)Nc2ccc(C)c(C)c2)c(=O)c2cc3occc3n12	-2	3	2	0	-2	0	-3	1	-4
COC(=O)c1sc(NC(C)=O)c(C(=O)OC)c1C	-11	4	3	1	-5	11	-1	-3	7
O=C(Nc1ccc(F)cc1F)C1(c2cccs2)CCOCC1	-5	2	10	5	2	-9	4	6	2
CCCC[C@@H]1CNC(=O)C(=O)N1CCCc1cc(OC)c(OC)c(OC)c1	-6	4	13	-6	-1	-5	0	-1	-12
Cc1onc(-c2ccccc2)c1C(=O)N1CCN(CCc2ccccc2)CC1	6	0	17	2	1	-9	-2	3	1
Cn1c(=O)c2c(nc(N3CCN(C(=O)c4ccco4)CC3)n2CCSc2ncccn2)n(C)c1=O	1	9	-7	-3	2	-15	5	-5	-7
Cc1c(/C=N\NC(=O)c2cccc(F)c2)cnn1C	3	5	6	1	9	0	1	2	16
NC(=O)CC(NC(=O)Cc1ccc(Cl)cc1)c1ccc(NC2CCCCC2)c([N+](=O)[O-])c1 (stereo unspecified)	1	10	6	-6	4	-5	-2	26	6
COc1ccc(CCNC(=O)c2nonc2N)cc1OC	1	6	7	2	5	-12	5	-2	3
CCCN1CNc2c(c(=O)[nH]c(=S)n2-c2ccccc2Cl)C1	-2	-6	11	-4	-1	-2	0	9	1
CCc1ccc2[nH]c(=O)c(CN(CCN3CCCC3)C(=O)NC3CCCCC3)cc2c1	-6	5	10	-1	5	-14	2	3	-12
CCc1nc2ccccc2c(C(=O)OCC(=O)NCc2ccco2)c1C	3	7	-2	4	-1	-8	5	7	-7
CC(C)c1ccc(NC(=S)NNC(=O)c2cccnc2)cc1	1	1	0	0	2	10	4	7	-7
O=C(COC(=O)Cn1cnc2ccccc2c1=O)NCC12CC3CC(CC(C3)C1)C2	3	5	0	-2	-2	-10	-1	-1	-2
O=C(CCc1nnc2n(Cc3ccccc3)c(=O)c3ccccc3n12)NCCCN1CCCCC1	0	9	-19	1	-7	0	0	4	2
Cc1cccc(-n2cc(CN(C)Cc3nccn3C)c(-c3cccc(F)c3)n2)c1	-1	0	1	-2	-8	-1	-2	-3	3

Going on with the list.
SMILES	PAFAH2 FP inh	PAFAH1B3 inh	PREPL inh	PAD4 FP inh	LYPLA2 counter	ZTA DNA inh	LYPLA1 inh	GSTO1 inh	EBNA-1 inh
CSc1nnc(C)c(=O)n1COC(=O)/C=C/c1ccccc1	-9	-3	9	0	3	6	1	18	-1
CCCC(=O)c1ccc(N2CCN(S(=O)(=O)c3ccc(C)cc3)CC2)c(F)c1	2	-11	-6	3	-3	4	-3	6	-8
CC(=O)N1CCN(c2nnc(-c3ccccc3)c3ccccc23)CC1	-4	8	-8	4	7	-1	-3	-3	4
Cc1ccc(C(=O)NCc2ccccn2)c(Cl)c1	2	2	-2	-2	0	-5	2	9	4
COC(=O)Cc1c(O)ccn(CCc2ccc(OC)c(OC)c2)c1=O	1	7	-10	-1	-1	-13	-11	13	-10
CN(C)c1ccc(/C=N/NC(=O)c2ccccc2)cc1	2	2	11	-1	3	0	3	4	-11
Cc1nc(NC(=O)COC(=O)CCC(=O)c2cccs2)c(Cl)cc1Cl	4	6	-5	-1	2	-8	2	3	5
COc1ccccc1N(C(=O)c1ccco1)C(C(=O)NC1CCCC1)c1cccnc1 (stereo unspecified)	5	5	-2	-4	-3	4	3	-3	-6
CC(=O)N(C1=C(O)c2ccccc2C(=O)C1=O)C1CCCCC1	3	1	-4	-4	-2	3	0	0	3
CSCC[C@H](N)C(=O)N1CCC(C(=O)N[C@@H](C)C(=O)NCc2ccc(F)cc2)CC1	4	7	12	-6	5	-19	-1	4	5
CC1CCCN(C(=O)CSCC(=O)N=c2sc3ccccc3n2C)C1 (stereo unspecified)	4	1	12	-2	-6	6	2	-5	-5
CCOc1ccc(OCC)c(NC(=O)Cn2cccc2)c1	5	-1	9	-3	3	4	6	-6	-12
CCN(CC)C(=O)C1=C(C)Nc2ncnn2C1c1cccnc1 (stereo unspecified)	1	4	2	-5	1	1	-1	5	-11
CC(=O)NC(=S)Nc1ccc(S(=O)(=O)Nc2ncccn2)cc1	-4	3	-4	8	1	-2	-2	9	-7
COc1ccc(S(=O)(=O)/N=C2\C=C(NS(=O)(=O)c3ccccc3)C(=O)c3ccccc32)cc1	23	-3	11	-10	-3	7	-4	58*	-3
COc1ccc(NC(=O)c2cc(-c3ccc(C)o3)nc3ccccc23)cc1OC	-5	0	-1	8	4	9	-4	2	-5
COc1ccccc1N(CC(=O)NCc1ccccc1)S(C)(=O)=O	0	-2	-1	2	-1	9	-1	-1	9
O=C(c1ccc(F)cc1F)N1CCN(c2ccccn2)CC1	13	-1	0	5	-2	-12	-1	1	-4
COc1ccccc1NS(=O)(=O)c1ccc2oc(SC)nc2c1	7	4	8	4	0	-15	1	6	-7
Cc1cc(OCC(=O)N2CCC(O)CC2)c2c(C)cc(=O)oc2c1	6	1	16	-8	-3	1	0	4	-2
COc1ccccc1OC(=O)c1ccc(S(=O)(=O)N(C)C)cc1	-6	7	14	3	8	-6	-5	14	-1
Cc1c(Cl)cccc1N=c1c([N+](=O)[O-])nn(-c2ccccc2)n1O	-4	11	11	-2	-4	0	-1	0	-6
CC(=O)Nc1ccc(NCC(=O)c2ccccc2)cc1	0	4	-3	-1	6	6	-2	5	13

From PubChem BioAssay
